From PubChem
MCF10A rerep: induces DNA re-replication in MCF 10a normal breast cells. MCF 10A DNA re-replication, Hoechst nuclear intensity, 48 h. Potency, µM (series often up to 46.1 µM), without a hit: top-dose activity, positive = re-replication, hits mostly activators. hit rate 2.9% among 350,000. AID 624296; further: potency means the concentration at half of the fitted maximal effect; % of control where 0% means no effect; nearly all actives have a fitted effect of over 50% in size
Nrf2 block: inhibitors of Nrf2 signaling; A549 ARE-Fluc reporter, luciferase luminescence, 18-24 h; Potency, µM (titrated, usually from 46 µM), for inactives: at the top dose activity change, negative = inhibition, usual class: inhibitors; hit rate 2.1% among 360,000; AID 504444; further: potency means the concentration at half of the fitted maximal effect; on the % scale 0 is the no-effect control and ±100 the full control effect; nearly all actives have a fitted effect of over 60% in size
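Nrf2 activity is the BugLite luminescence, read 15 min after reagent at room temperature, following CellTiter-Fluor cytotoxicity readout (30 min, 37C). Compound titrations were applied for 18-24 h to 5000 A549 ARE_Fluc cells/well in 5% FBS OPTI-MEM.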
HepG2 viability: HepG2 cytotoxicity, counter-screen for TGF-b inhibitors. HepG2 CAGA-GFP viability, ATP luminescence, 18 h. Potency, µM (top dose mostly 46.1 µM), inactives show top-dose activity change, negative = cytotoxicity, usual class: cytotoxic. hit rate 0.76% among 410,000. AID 588856; further: potency means the concentration at half of the fitted maximal effect; some results filed as inactive show a strong effect at the top dose
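CellTiter-Glo luminescence gave cytotoxicity after 18 hours at 37 degrees C. The cells were HepG2 CAGA-GFP in 1% FBS DMEM, stimulated with 500 pg/mL TGF-beta after compound addition. %Activity was normalised to no-cell wells (complete cell-killing) and DMSO (no toxicity), and curves were fitted and classified.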
ATXN2 expr inh: reduces ATXN2 reporter expression in HEK-293 cells; HEK-293 ATXN2-luciferase reporter, luminescence, 24 h; Potency, µM (top dose mostly 57 µM), for the others: top-dose activity change, negative = inhibition, most hits filed as inhibitors; hit rate 0.72% among 360,000; further: potency means the concentration at half of the fitted maximal effect; on the % scale 0 is the no-effect control and ±100 the full control effect; nearly all actives have a fitted effect of over 55% in size
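ATXN2-luciferase reporter cells (luciferase flanked by upstream and downstream ATXN2 gene portions) were treated 24 h at 37 °C with compounds at up to 57 uM. SteadyGlo luminescence gave expression; GF-AFC fluorescence gave viability.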
ATXN viability: reduces viability in counter-screen for ATXN expression inhibitors | S2 cells (HEK-293 line with an ATXN2-luciferase reporter) viability, CellTiter-Fluor protease fluorescence, 24 h | Potency, µM (titrated, usually from 56.7 µM), usual class: cytotoxic | hit rate 0.49% among 400,000 | AID 651635; further: potency means the concentration at half of the fitted maximal effect; nearly all actives have a fitted effect of over 40% in size
A549 tox: kills or reduces viability of A549 cells in Nrf2 counter-screen; A549 ARE-Fluc cells, CellTiter-Fluor viability, 18-24 h; Potency, µM (series often up to 46 µM), for the others: top-dose activity change, negative = cytotoxicity, most hits filed as inhibitors; hit rate 0.16% among 390,000; AID 504648; further: potency means the concentration at half of the fitted maximal effect; on the % scale 0 is the no-effect control and ±100 the full control effect
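Cytotoxicity counterscreen: CellTiter-Fluor fluorescence was measured in A549 ARE_Fluc cells after 18-24 h of compound exposure in a concentration series. The subsequent BugLite luminescent read reports ARE-luciferase activity.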
TGFb SMAD3 inh: blocks TGF-b signaling. HepG2 CAGA-GFP TGF-b/SMAD3 reporter, GFP fluorescence, 18 h; TGF-beta stimulated, 500 pg/mL final. Potency, µM (series often up to 46.1 µM), without a hit: at the top dose activity, negative = inhibition, most hits filed as inhibitors. hit rate 1.2% among 410,000; further: potency means the concentration at half of the fitted maximal effect; on the % scale 0 is the no-effect control and ±100 the full control effect; nearly all actives have a fitted effect of over 65% in size
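TGF-beta reporter screen: HEPG2 CAGA-GFP, 1% FBS, 500 pg/mL TGF-beta final, 18 h; per-cell GFP summed per well; curves fitted and categorized by class.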
IL1B secr inh: inhibitors of inflammasome signaling (IL-1 beta secretion). THP-1 LPS/ATP IL-1B secretion, AlphaLISA, 16 h; hits give low values. activity change, % at 57.5 µM. hit rate 4.7% among 360,000; in the data active means activity change below about -50%; inconclusive means mostly about -30% to -49%; further: on the % scale 0 is the no-effect control and ±100 the full control effect
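THP-1 cells pretreated 1 hr with compounds (up to 57.5 uM final), then stimulated with LPS (250 ng/mL final) plus ATP (1.25 mM final); secreted IL-1B measured by AlphaLISA after 16 hr, decreased signal indicating inhibition.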
Nrf2 ARE act: Nrf2 pathway activation | AREc32 ARE-luciferase reporter (MCF7-derived line), luminescence, 24 h | Potency, µM (doses to about 46.1 µM), without a hit: top-dose activation, hits mostly activators | hit rate 0.31% among 410,000; further: potency means the concentration at half of the fitted maximal effect; % of control where 0% means no effect; nearly all actives have a fitted effect of over 65% in size
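Luminescent ARE reporter assay in AREc32_Fluc cells: overnight plating at 37 deg C, 24 hr compound incubation, Steady-Glo added, 30 min RT before reading.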
Numbers without * were called inactive; i = inactive; ? = inconclusive; . = not tested or not shown; & = joins results of further samples; [ ] = another dose, or the depositor's remark. Unless noted, the call rests on the fitted dose curve; in most records, active means well fitted curve in the direction sought with a large enough effect; inconclusive means small, poorly fitted or top-dose-only effect, or another doubt; inactive means no such curve, though single readings can be large; an effect the other way counts as inactive or inconclusive.

SMILES	MCF10A rerep	Nrf2 block	HepG2 viability	ATXN2 expr inh	ATXN viability	A549 tox	TGFb SMAD3 inh	IL1B secr inh	Nrf2 ARE act
COc1ccccc1N1CCN(CCOc2c(OC)cccc2OC)CC1	4.9%	-15.7%	-23.6%	-16.0%	i	-3.6%	-17.9%	-4.4	-0.6%
Cc1oc2cc3oc(=O)c(CC(=O)N4CCCCC4)c(C)c3cc2c1C	.	11.9%	11.8%	.	.	-2.2%	0.5%	.	-1.3%
Cc1cccc(-n2c3nc(=O)[nH]c(=O)c-3cc3ccc(Cl)cc32)c1C	.	?	-4.0%	0.7%	i	-17.3%	4.9%	.	0.1%
Cc1ccccc1NC(=O)C1CCN(S(=O)(=O)c2cccc3nonc23)CC1	8.4%	?	-2.3%&-1.2%	-8.5%&-7.0%	i	-1.3%&-1.9%	-25.8%&1.6%	0.9	1.9%&-0.1%
Clc1cccc(Cc2c(-c3cccc(Br)c3)nc3ccc(Cl)cn23)c1	.	.	-33.6%	9.3%	?	.	?	0.4	24.3%
Cc1cc(=O)[nH]c2c1cnn2Cc1ccccc1	1.5%	.	11.5%	-3.1%	i	-9.0%	-7.0%	22.9	-0.1%
O=C(N=Nc1c(O)[nH]c2ccccc12)c1ccco1	2.3%	?	-21.9%	21.8%	i	-4.2%	1.1%	?	?
CCOC(=O)N1CCC(N2C(=O)c3ccccc3C2Nc2cc(Cl)c(OC)cc2OC)CC1 (stereo unspecified)	5.2%	?	4.3%	7.0%	i	-6.1%	7.7%	-13.1	0.9%
CSc1nc2nccc(-c3ccc(Cl)cc3)n2n1	1.9%	-0.9%	4.7%	-5.8%	i	7.1%	23.7%	-16.2	1.5%
Cc1cc(NC(=O)CSCC(=O)N(C)Cc2cccc(Cl)c2)no1	-3.1%	19.3%	3.8%	-14.9%	i	-3.1%	?	0.5	-0.4%
CC(OC(=O)/C=C/c1cccc(C(F)(F)F)c1)C(=O)NC1CCCCC1C (stereo unspecified)	0.6%	5.3%	-1.6%	-5.2%	i	9.9%	7.3%	19.4	-0.4%
CCCC(=O)C1=C(c2cccc(OC)c2)N(C(=O)CCC)n2c(C)nnc2S1	.	.	-84.9%	.	.	-1.8%	?	.	25.2%
CC(C)Nc1nnc(SCC(=O)/C=C2\N(C)c3ccccc3C2(C)C)s1	?	4.7%	-3.4%	-9.4%	i	-2.1%	9.8%	?	-0.5%
CCN(CC(=O)NCc1cccs1)C(=O)/C=C/c1cc(Br)ccc1OC(F)F	?	-6.3%	-15.7%	-18.7%	i	6.1%	-2.0%	-3.0	7.8%
O=C(NC(c1ccccc1)c1ccsc1)C1CCN(CCOc2ccc(Cl)cc2Cl)CC1 (stereo unspecified)	.	.	-95.1%	?	.	.	?	-68.0*	-0.9%
O=C(CSc1ccc2nnc(-c3ccccn3)n2n1)Nc1ccccc1	?	-8.4%	4.3%	8.5%	i	-0.6%	17.0%	i	0.0%
COC(=O)[C@H]1C[C@H](OC(=O)NCc2ccccc2F)[C@@]2(O)CN(S(=O)(=O)c3ccc(C)cc3)CC2[C@H]1C(=O)OC (stereo partly specified)	.	.	2.6%	9.1%	i	.	11.3%	-0.4	0.3%
Cc1nc(NCc2ccco2)c2oc3ccccc3c2n1	?	-23.3%	-15.4%	-10.9%	?	-2.2%	-11.6%	-5.3	11.3%
COc1ccc(-c2ccc(F)cc2)cc1[C@H]1[C@H]2C=CC[C@@H](C)[C@@H]2C(=O)N1Cc1ccccc1	20.6µM*	?	-4.7%	-26.3%	i	7.0%	?	-5.0	-0.5%
CSCc1ccc(C(=O)Nc2ccc(C(N)=O)cc2)cc1	-11.2%	27.1%	7.3%	.	?	-6.8%	2.9%	0.4	0.5%
CCc1noc(C)c1C(=O)N1CCCC(N2CCN(c3ccc(F)cc3)CC2)C1 (stereo unspecified)	10.6%	-3.3%	-3.2%	-11.5%	i	7.1%	4.2%	9.0	-0.1%
S=c1[nH]nc(-c2ccccn2)n1/N=C/c1ccc(-c2ccccc2Cl)o1	15.2%	?	-15.8%	51.7%[activator]	i	0.7%	30.6%	-1.5	0.0%
Cc1cccc(C2c3[nH]c4ccccc4c3CCN2Cc2cccn2-c2ncccn2)c1 (stereo unspecified)	?	0.5%	-53.0%	3.2%	?	?	?	-87.2*	7.7%
O=C(COc1ccc(S(=O)(=O)N2CCOCC2)cc1)Nc1ccc(Br)cc1	0.6%	?	-13.7%	.	?	6.4%	-9.7%	-3.6	0.9%
O=C(Nc1ccc(S(=O)(=O)NC2=NCCCCC2)cc1)c1cc(F)c(F)cc1Cl	9.6%	-22.1%	-3.4%	0.3%	i	-0.6%	-6.4%	0.8	0.0%

Reprinted from the part before: three compounds; new compounds follow.
SMILES	MCF10A rerep	Nrf2 block	HepG2 viability	ATXN2 expr inh	ATXN viability	A549 tox	TGFb SMAD3 inh	IL1B secr inh	Nrf2 ARE act
Cc1cccc(C2c3[nH]c4ccccc4c3CCN2Cc2cccn2-c2ncccn2)c1 (stereo unspecified)	?	0.5%	-53.0%	3.2%	?	?	?	-87.2*	7.7%
O=C(COc1ccc(S(=O)(=O)N2CCOCC2)cc1)Nc1ccc(Br)cc1	0.6%	?	-13.7%	.	?	6.4%	-9.7%	-3.6	0.9%
O=C(Nc1ccc(S(=O)(=O)NC2=NCCCCC2)cc1)c1cc(F)c(F)cc1Cl	9.6%	-22.1%	-3.4%	0.3%	i	-0.6%	-6.4%	0.8	0.0%
Cc1ccc(NS(=O)(=O)c2cccc(C(=O)NCC(c3ccco3)N3CCCCC3)c2)cc1 (stereo unspecified)	0.3%	-17.5%	-20.6%	-8.2%	i	-12.4%	?	7.3	-0.9%
O=C(CCC(=O)Nc1ccccc1Cl)NNC(=O)NC1CCCCC1	-0.2%	14.9%	-18.2%	-7.9%	i	15.0%	-18.2%	4.8	-0.4%
CC(=O)Nc1ccc(NC(=O)COC(=O)c2cnccn2)cc1	0.1%	11.8%	-16.5%	4.7%	i	-1.0%	16.3%	-4.7	-0.5%
Cc1cc(C)c2[nH]c(C(=O)Nc3ccc4c(c3)OCO4)cc2c1	?	10.7%	6.4%	1.4%	?	-12.1%	22.5%	-8.3	4.1%
Cc1nnc(SCC(=O)Nc2ccc3c(c2)OCO3)o1	1.0%	-13.2%	-3.6%	2.4%	i	-7.5%	-5.2%	6.8	-0.8%
CCOC(=O)CSc1nnc(N)s1	1.2%	10.1%	-14.8%	-6.1%	i	-7.4%	-18.7%	19.2	0.2%
C=CCn1c(SCC(=O)NCc2ccc3c(c2)OCO3)nnc1C1COc2ccccc2O1 (stereo unspecified)	3.3%	-27.1%	1.6%	-7.5%	i	0.0%	?	-6.6	-0.1%
O=c1ccc2nc3ccccc3sc-2c1	.	.	25.1µM*	?	25.1µM*	.	20µM*	-102.5*	-0.6%
COc1ccccc1NS(=O)(=O)c1ccc(NC(C)=O)cc1	-3.0%	.	6.3%	8.9%	i	-2.9%	15.6%	12.2	0.1%
COc1ccccc1CNC(=O)c1ccc(-c2nc(CN3CCc4ccccc43)c(C)o2)cc1	.	.	-1.0%	-10.2%	i	-1.2%	2.3%	.	4.2%
Cc1ccc(-c2ccc(=O)n(Cc3c(F)cccc3Cl)n2)cc1	-4.3%	-1.0%	-9.5%	-12.7%	i	-1.0%	?	-28.9	-0.1%
COc1cc2cc(CN(Cc3nnnn3Cc3ccco3)C3CCCCC3)c(=O)[nH]c2cc1OC	1.1%	18.4%	-8.8%	-12.3%	i	-14.4%	-4.4%	16.9	-0.8%
O=C(COC(=O)c1ccc(S(=O)(=O)N2CCCC2)cc1)NCc1ccc(Cl)cc1	13.4%	3.4%	18.4%	-1.5%	i	11.6%	10.5%	24.6	0.3%
O=C(O)C(Cc1ccc(OS(=O)(=O)Cc2ccccc2)cc1)NS(=O)(=O)Cc1ccccc1 (stereo unspecified)	-15.6%	1.2%	-41.6%	4.3%	i	12.2%	19.5%	-6.3	-0.1%
CCOc1ccc(NC(=O)c2noc3c2CSc2ccccc2-3)cc1	.	8.9%	-16.6%	.	.	-1.1%	0.8%	.	0.7%
Cc1cc(C(=O)CSc2nnc3ccccn23)c(C)n1-c1ccccc1	5.1%	.	-26.9%	-16.6%	i	-8.5%	7.3%	5.2	-1.7%
Cc1c(NC(=O)c2ccc(Br)o2)cccc1C(=O)O	-0.3%	.	-6.5%	22.1%	i	4.6%	0.0%	-0.8	2.1%
Cc1occc1C(=O)NC(C)c1ccc2c(c1)OCO2 (stereo unspecified)	-9.2%	.	-4.3%	8.8%	i	-0.4%	15.7%	-8.0	0.3%
Cc1nn(CC(=O)NCc2ccccc2F)c(C)c1[N+](=O)[O-]	-8.8%	21.5%	-0.7%	9.9%[11.3 µM]	i	6.1%	9.3%	1.6	0.1%
CCOC(=O)NC(=O)/C(C#N)=N/Nc1ccc(F)cc1	2.6%	9.6%	6.5%	4.8%	i	.	4.9%	2.6	-0.3%
Cc1ccc(Cl)cc1NC(=O)C1C2CCC(O2)C1C(=O)O (stereo unspecified)	1.2%	-14.7%	-7.7%	-1.7%	i	-14.8%	-12.7%	19.2	0.0%
O=C1c2oc3ccccc3c(=O)c2C(c2cccc(Br)c2)N1c1ccccn1 (stereo unspecified)	.	.	3.5%	4.9%	i	9.1%	1.0%	.	15.4%
CCC(C)NC(=O)c1cc(-c2ccc(OC)cc2)on1 (stereo unspecified)	-2.6%	?	-19.0%	20.1%	i	2.2%	14.1%	-21.6	2.9%
COc1cc(NC(=O)CSc2nc3ccccc3c(=O)n2C)ccc1NC(=O)c1ccco1	0.2%	.	-7.3%	-25.0%	i	3.9%	-16.9%	?	-0.8%

Rows are unselected. About 8.8% of those tested had a hit in this group.
